PfHsp90 yeast 2 = inhibits growth of yeast expressing Plasmodium falciparum Hsp90; S. cerevisiae expressing PfHsp90, BacTiter-Glo ATP, 48 h; yeast lacking PDR1 and PDR3 efflux regulators; 310,000 tested, 0.32% active; inhibition, % at 9.4 µM; AID 504621;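 active = every replicate shows inhibition above about 80%, whatever the replicate mean, limit read from the data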;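 note: 0% = DMSO neutral controls and 100% = 20 µM radicicol positive controls; yeast relying on Plasmodium falciparum Hsp90 in place of its own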
HTR5A inv ag = HTR5A inverse agonism, opioid heterodimer counter-screen. P47898. HTR5A cell line, luminescence. inhibition, % at 9.3 µM. 340,000 tested, 0.083% active. AID 504634; in the data active = inhibition mostly above about 23%, no sharp cut-off; inactive = mostly below about 18%;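 note: 0% = cells with DMSO and 100% = no-cell wells with DMSO; some compounds called inactive have numbers as strong as hits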
E coli growth = bacterial growth inhibition, counter-screen for AddAB inhibitors; inhibition, % at 11.9 µM; E. coli V3065 growth, OD600 absorbance, 18 h; 330,000 tested, 0.27% active;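 active = inhibition above the campaign's mean inhibition across all tested compounds plus 3 SD, cut at about 9.9% in these data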;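 note: uninfected addAB+ strain grown without phage in ampicillin broth; 0% = DMSO wells and 100% = ciprofloxacin 0.95 µg/ml wells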
Tat export inh = E. coli Tat transport inhibition; AID 488895; inhibition, % at 10 µM; E. coli MC4100 TorA-mCherry Tat export, fluorescence; 340,000 tested, 0.036% active;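 active = mean replicate inhibition at least 50% and at least half of replicates individually reaching 50%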;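 note: exported cargo escapes ClpAP degradation while cytoplasmic cargo is degraded and loses fluorescence; 0% = median of neutral control wells and 100% = median of NaSCN control wells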
MOR-DOR ag = agonists of human mu-delta opioid receptor heterodimerization. P35372+P41143. cells, OPRM1-OPRD1 heterodimerization, luminescence. activation, % at 9.3 µM. 340,000 tested, 0.3% active. AID 504326; in the data active = activation above about 18%;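 note: 0% = vehicle-treated cells and 100% = reference agonist; values of inactives mirror those of a sister screen read the other way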
Target sequence (P35372 whole entry, looked up): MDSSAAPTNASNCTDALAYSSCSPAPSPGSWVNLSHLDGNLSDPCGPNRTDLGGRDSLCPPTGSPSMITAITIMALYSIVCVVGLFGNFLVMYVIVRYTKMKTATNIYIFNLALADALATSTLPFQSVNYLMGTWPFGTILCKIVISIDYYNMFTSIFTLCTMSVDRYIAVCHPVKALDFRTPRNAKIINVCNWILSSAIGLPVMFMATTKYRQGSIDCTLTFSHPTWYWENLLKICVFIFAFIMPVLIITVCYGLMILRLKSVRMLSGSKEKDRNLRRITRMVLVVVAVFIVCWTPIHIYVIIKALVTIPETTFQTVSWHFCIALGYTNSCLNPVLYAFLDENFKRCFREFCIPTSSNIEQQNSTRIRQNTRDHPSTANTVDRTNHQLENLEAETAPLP
Target sequence (P41143 whole entry, looked up): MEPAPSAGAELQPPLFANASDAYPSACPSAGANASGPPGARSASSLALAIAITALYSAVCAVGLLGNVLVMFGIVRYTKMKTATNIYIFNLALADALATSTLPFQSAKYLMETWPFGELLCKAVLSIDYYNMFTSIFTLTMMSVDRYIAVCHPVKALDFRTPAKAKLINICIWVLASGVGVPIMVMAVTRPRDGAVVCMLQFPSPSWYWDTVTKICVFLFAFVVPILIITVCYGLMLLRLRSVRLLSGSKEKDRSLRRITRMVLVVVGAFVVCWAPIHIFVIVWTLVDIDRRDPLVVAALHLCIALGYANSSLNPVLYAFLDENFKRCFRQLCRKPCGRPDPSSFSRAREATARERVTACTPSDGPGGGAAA
phage Ecoli inh = E. coli growth loss with phage present; growth absorbance; 360,000 tested, 0.26% active; inhibition, % at 11.9 µM; in the data active = inhibition above about 11%
AddAB inh = less growth of phage-infected E. coli with AddAB | E. coli expressing H. pylori AddAB, absorbance growth | inhibition, % at 11.9 µM | 330,000 tested, 0.29% active; in the data active = inhibition above about 12%;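 note: 0% = vehicle wells of infected cells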
PKA-R2B act = PKA-R2B complex activation; P22694+P31323; PKA-R2B holoenzyme dissociation, Cy5-IP20 fluorescence polarization; R2B truncated from residue 108, S112A mutant; 0% DMSO only, 100% 113 µM cGMP; activation, % at 11.4 µM; 340,000 tested, 0.079% active; AID 504700;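 active = activation above a cutoff set at the mean over all compounds plus 3 SD, cut at about 18% in these data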;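 note: higher means more holoenzyme dissociation and a rise in polarization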
PKA-R1A act = PKA-R1A complex activation. 340,000 tested, 0.083% active. activation, % at 11.4 µM. P00514+P68181. PKA-R1A dissociation, Cy5-IP20 fluorescence polarization; scaled: DMSO 0%, 113 µM cGMP 100%. AID 504707;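 active = percent activation above the mean of all tested compounds plus 3 SD, cut at about 19% in these data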;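 note: higher means more PKAc released from R1A so a rise in polarization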
MOR-DOR inv ag = inverse agonists of human mu-delta opioid receptor heterodimerization; cell-based MOR-DOR heterodimer luminescence, inverse agonism; inhibition, % at 9.3 µM; 340,000 tested, 0.21% active; AID 504357; in the data active = inhibition above about 22%, passing the limit was not always enough;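 note: 0% = cells with DMSO and 100% = wells without cells with DMSO; values of inactives mirror those of a sister screen read the other way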
Mot1-301 SUMO = inhibitors of SUMOylation pathway: yeast Mot1-301 growth rescue | S. cerevisiae Mot1-301 growth rescue, ATP luminescence, 38.5C; percent above DMSO median, 100 means doubled | growth rescue, % at 18.8 µM | 320,000 tested, 1% active;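 active = every valid replicate shows activation above 250% relative to neutral control wells; inactive = the rest, any valid replicate at or below 250%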;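 note: OY570 slx delta 5 strain wells were the positive control but not used for scaling; some compounds called inactive have numbers as strong as hits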
Numbers without * were called inactive; x = not tested or not shown.

SMILES | PfHsp90 yeast 2 | HTR5A inv ag | E coli growth | Tat export inh | MOR-DOR ag | phage Ecoli inh | AddAB inh | PKA-R2B act | PKA-R1A act | MOR-DOR inv ag | Mot1-301 SUMO
CN(C(=S)NC1=CCS(=O)(=O)C1)C1CCCCC1 | 11 | 3 | -0.6 | 5 | -1.2 | 5.1 | 0.5 | -19 | -15 | 5 | 581*
CN1C(=O)N(C)C2(C)CC1(C)N(C)C(=O)N2C | -1 | -2 | 0.5 | 0 | -2.5 | 3.7 | 5.2 | 0 | 10 | 13 | 6
O=C1C(=O)N(CCCN2CCOCC2)C(c2ccc(F)cc2)/C1=C(\O)c1ccc2c(c1)OCCO2 (stereo not given) | -4 | 9 | -1.0 | 2 | -2.9 | 2.5 | 2.7 | 5 | 0 | 15 | 0
Cc1ccccc1CNC(=O)Nc1cccs1 | -5 | 11 | 0.2 | -13 | 1.2 | 1.6 | -2.4 | 0 | 8 | -7 | 11
O=C(N/N=C/c1ccccc1)c1ccc(OCc2ccccc2)cc1 | -25 | -4 | 0.2 | 1 | 4.7 | 0.3 | -2.4 | 5 | 0 | -24 | x
COc1ccc(N(C(=O)c2ccco2)S(=O)(=O)c2ccc(F)cc2)cc1 | -7 | -19 | 0.4 | 7 | -0.5 | 1.9 | 1.1 | -10 | -7 | 3 | x
CCOC(=O)Cn1ncc2c3ccccc3n(CC(=O)OCC)c2c1=O | -2 | -17 | -1.5 | 4 | -1.5 | -2.1 | 2.8 | -2 | -5 | 7 | 0
COC(=O)NNC(=O)C1CCC(C)CC1 (stereo not given) | 11 | -11 | -1.0 | 0 | -1.5 | 2.6 | 0.9 | 8 | 0 | 8 | 3
COc1cc(OC)cc(C(=O)NNC(=S)Nc2ccccc2OC)c1 | 9 | -17 | -0.2 | -6 | -2.4 | 2.4 | 2.3 | 2 | 3 | 11 | -6
CCN(CC)C(=O)COCc1cc(-c2ccc3c(c2)OCO3)on1 | 0 | 4 | 0.4 | -1 | -1.0 | 1.5 | -0.4 | 7 | 0 | 5 | -10
Cc1ccc(Cl)cc1-n1c(=O)cc(N2CC(C)OC(C)C2)[nH]c1=O (stereo not given) | -4 | 5 | 1.8 | 4 | -1.0 | 1.9 | 0.4 | 1 | 4 | 6 | -3
O=C(/C=C/c1ccc(Br)cc1)c1ccc(NC2=NCCCS2)cc1 | 12 | 21 | -1.0 | 6 | 0.2 | 3.3 | 2.9 | 2 | -9 | -1 | 31
COc1ccccc1Oc1cn[nH]c1-c1ccc(O)cc1O | -11 | 3 | 0.2 | -6 | 0.8 | 2.9 | -0.7 | -10 | 0 | -4 | 3
O=C(Cn1nc(C(=O)O)c2ccccc2c1=O)Nc1ccc2c(c1)OCO2 | -54 | -13 | 0.5 | -1 | -1.5 | 1.3 | 0.1 | -5 | -11 | 8 | -10
CCOc1ccc(Cl)cc1S(=O)(=O)N1CCCC1 | -11 | 22 | -1.2 | -2 | -1.6 | 4.4 | 0.3 | -5 | -2 | 9 | -6

Single records (already shown):
COc1ccccc1Oc1cn[nH]c1-c1ccc(O)cc1O is listed with PfHsp90 yeast 2: -11; HTR5A inv ag: 3; E coli growth: 0.2; Tat export inh: -6; MOR-DOR ag: 0.8; phage Ecoli inh: 2.9; AddAB inh: -0.7; PKA-R2B act: -10; PKA-R1A act: 0; MOR-DOR inv ag: -4; Mot1-301 SUMO: 3
O=C(N/N=C/c1ccccc1)c1ccc(OCc2ccccc2)cc1 is listed with PfHsp90 yeast 2: -25; HTR5A inv ag: -4; E coli growth: 0.2; Tat export inh: 1; MOR-DOR ag: 4.7; phage Ecoli inh: 0.3; AddAB inh: -2.4; PKA-R2B act: 5; PKA-R1A act: 0; MOR-DOR inv ag: -24; Mot1-301 SUMO: x

(further entries)
SMILES | PfHsp90 yeast 2 | HTR5A inv ag | E coli growth | Tat export inh | MOR-DOR ag | phage Ecoli inh | AddAB inh | PKA-R2B act | PKA-R1A act | MOR-DOR inv ag | Mot1-301 SUMO
Cc1nc2ccccc2c(=O)n1/N=C/c1ccc(O)c(O)c1O | -6 | 4 | 1.0 | -11 | 0.5 | 5.0 | -1.8 | -10 | 1 | -3 | -7
O=C(Nc1ccccn1)c1ccc(NC(=O)c2ccco2)cc1 | -4 | 10 | 1.6 | 2 | -0.5 | 2.5 | 0.2 | -2 | -12 | 3 | -1
CCCC(C)C(=O)Nc1nc(C)c(-c2csc(Nc3ccc(Cl)cc3)n2)s1 (stereo not given) | -10 | -5 | 0.3 | 6 | 1.8 | 2.5 | 2.5 | -7 | -11 | -10 | 18
COc1ccc(N(CC(=O)NN=C2CCCC2)S(=O)(=O)c2ccccc2)cc1Cl | 21 | 15 | -4.0 | -3 | 2.5 | 1.2 | -0.1 | 9 | -15 | -13 | 551
CN(Cc1cnccn1)C(=O)C1CCC(=O)N(CCc2ccccc2)C1 (stereo not given) | 0 | -15 | 0.8 | -2 | -0.8 | 1.7 | 0.8 | -3 | 11 | 4 | 0
O=C(Nn1cnnc1)c1ccc(Cl)cc1 | 8 | 0 | -0.1 | -9 | -2.0 | -2.5 | 1.2 | -1 | -6 | 10 | -10
COc1ccc(/C=C2\SC(N3CCCCC3)=NC2=O)cc1OC | 6 | -6 | -1.3 | -1 | 0.1 | -3.2 | -0.1 | -8 | 9 | -1 | 360
CC(C)c1ccc(NC(=O)CNS(=O)(=O)c2ccc(F)cc2)cc1 | -12 | -19 | -0.2 | 1 | 2.4 | 2.1 | 1.5 | 3 | 3 | -12 | -2
O=C(NC1CCN(Cc2ccccc2)CC1)c1cc(-c2ccccn2)nc2ccccc12 | -4 | -16 | -0.6 | 4 | 0.1 | 2.0 | -0.9 | 2 | -2 | 0 | 18
Cc1ccc(Cl)c(OCC(=O)Nc2sc(C)c(C)c2C#N)c1 | -3 | -37 | -0.9 | -3 | -2.6 | 4.2 | 3.0 | -1 | 4 | 14 | 0
O=C1CSc2nc3ccccc3n21 | -5 | 17 | -3.1 | -8 | -1.6 | 1.2 | -1.9 | -10 | -16 | 8 | x
NC1(N)OC(CN2C(=O)c3ccccc3C2=O)CS1 (stereo not given) | x | 3 | -2.5 | -2 | -1.6 | 3.6 | 1.8 | 1 | -1 | 8 | -9
CCn1c(SCC(=O)Nc2ncc(C(F)(F)F)cc2Cl)nnc1-c1cccc(C)c1 | 4 | 3 | -6.5 | -1 | -0.9 | 2.8 | 2.1 | 1 | 7 | 5 | -23
COc1ccnc(Oc2ccc3ccccc3c2)c1C#N | 4 | 26 | 1.2 | -1 | -0.1 | 1.9 | 4.2 | -2 | -2 | 0 | 4
CC(SC1CCCC1)C(=O)Nc1ccnn1C(C)C (stereo not given) | 12 | -6 | -1.5 | 23 | -1.7 | 1.6 | 1.5 | 5 | -2 | 8 | 7
COc1ccc(S(=O)(=O)N2c3ccccc3NC(=O)CC2C)cc1 (stereo not given) | 18 | 10 | 3.1 | -1 | -1.8 | 1.0 | 0.4 | 2 | -6 | 10 | -9
Cc1nn(C(C)(C)C)c(NC(=O)c2ccc(Cl)cc2Cl)c1Br | -27 | x | -0.2 | -4 | x | 4.5 | 3.6 | x | x | x | 39
CCCNC(=O)Cn1c(=O)n(CC(=O)N2CCCCC2)c(=O)c2sccc21 | 1 | -9 | -1.0 | -14 | -3.6 | 4.5 | 4.4 | -5 | 7 | 20 | 0
Cc1ccc(C)c(-n2nnnc2SCC(=O)c2ccc3c(c2)NC(=O)CO3)c1 | -49 | -26 | -2.0 | -2 | 4.8 | 1.9 | 1.6 | 0 | 5 | -26 | -19
CC1(C)Cc2c(C#N)c(N)sc(=S)c2CO1 | 12 | -13 | 1.4 | -2 | 0.1 | -4.2 | 1.8 | 8 | 2 | 0 | -9
COCCNC(=O)c1ccccc1NC(=O)c1cccc([N+](=O)[O-])c1C | 32 | -27 | 4.0 | -5 | -1.7 | 3.6 | 1.0 | 4 | -2 | 9 | x
CCc1ccc2[nH]c3nc(SCC(=O)NNC(=O)c4ccc(C(C)(C)C)cc4)nnc3c2c1 | -22 | 5 | 2.3 | -2 | 2.0 | 1.9 | 2.4 | -2 | -8 | -10 | 13
Cc1ccc(S(=O)(=O)N2CCN(C(=O)COC(=O)CNC(=O)c3ccccc3F)CC2)c(C)c1 | -2 | 3 | x | 2 | -2.1 | -2.7 | x | -3 | 6 | 8 | x
CC1CCN(C(=O)Cn2c3ccc(F)cc3c3nc4n(c(=O)c32)CCCS4)CC1 | -52 | 9 | -1.7 | -2 | -3.4 | x | -0.3 | -7 | -9 | 17 | -8
O=C(Nc1ccc(-c2nc3cccnc3s2)cc1)c1ccco1 | 29 | -16 | -0.1 | -4 | -1.9 | 2.9 | 0.3 | -3 | -11 | 10 | -16
CCSc1nnc(NC(=O)C2Cc3ccccc3CN2C(=O)c2ccco2)s1 (stereo not given) | -22 | -20 | -2.5 | 7 | -1.7 | 0.5 | -3.5 | 2 | -8 | 10 | -4
Cc1cc(C)n(CC(=O)NNC(=O)C2CC(=O)N(Cc3ccccc3Cl)C2)n1 (stereo not given) | 7 | 13 | -1.1 | -7 | -1.6 | -1.3 | 2.8 | 10 | 3 | 9 | 30
CC(CN1CCCC1)OC(=O)Cc1ccc(Cl)cc1 (stereo not given) | -10 | 5 | -1.2 | -4 | -2.5 | -1.2 | -0.8 | -16 | -1 | 12 | 181
Cc1ccn2cc(CNC(=O)c3ccc(Br)o3)nc2c1 | -9 | -23 | -0.8 | -4 | -0.9 | 0.9 | 0.3 | 9 | -5 | 5 | 11
COc1ccc(S(=O)(=O)c2c(O)c3ccc(C(=O)Nc4ccccc4Cl)cc3[nH]c2=O)cc1 | -1 | 19 | -1.0 | -3 | -3.5 | 3.9 | 2.9 | 6 | -6 | 19 | -7
CC(C)(C)c1ccc(CCC2OCC(CN3CCOCC3)O2)cc1 (stereo not given) | 1 | -4 | 0.7 | -6 | 1.0 | 0.1 | 3.0 | -3 | -7 | -5 | 97
Cc1ccc([C@@H]2CC=C(C(=O)O)[C@H](c3ccccc3F)N2S(=O)(=O)c2ccccc2C)cc1 | -20 | -35 | -0.5 | 20 | -2.8 | 0.7 | 2.7 | -3 | -1 | 13 | x
CCN(Cc1ccccc1)C(c1cc2ccc(C)cc2[nH]c1=O)c1nnnn1CCOC (stereo not given) | x | -19 | -2.4 | 2 | -1.1 | 3.2 | -1.0 | 10 | 16 | 6 | -33
Cc1ccc(OCc2nc(C#N)c(N3CCN(Cc4ccccc4)CC3)o2)cc1 | -8 | -17 | 1.4 | 14 | 0.5 | 1.4 | 0.9 | 4 | -6 | -3 | -5
COc1ccc(NC(=O)CSc2ncccn2)cc1S(=O)(=O)N1CCCCC1 | 9 | 2 | -3.5 | -9 | -3.5 | 2.2 | 0.9 | -17 | -8 | 13 | -28
CCc1cccc(CC)c1NC(=O)C1CC(=O)N(c2ccc3c(c2)OCCO3)C1 (stereo not given) | 0 | -3 | 0.6 | 18 | -0.3 | 3.2 | 0.5 | -2 | 0 | 2 | 7
CSCCC(NS(=O)(=O)c1ccccc1F)C(=O)NCc1cccs1 (stereo not given) | 2 | -14 | -1.3 | 6 | -0.3 | 2.9 | -1.6 | 9 | -21 | 1 | -15
